inhibitors of VEEV – inhibitors of VEEV TC-83 cytopathic effect, confirmation, Vero cells (AID 588727); inhibition, % at 20 µM, or IC50 in µM where a hit was titrated; Vero cells, VEEV TC-83 cytopathic effect inhibition; higher % means a stronger effect; actives 0.13% (n = 350,000); in the data active = a potency from the dose series; inconclusive = inhibition mostly from about 14% at the one dose, without a potency; inactive = the rest, 99 in 100 with inhibition below about 12%; note: strong numbers were not always called active
Salmonella PhoP GFP – PhoP regulon inhibitors, Salmonella typhi PhoP promoter GFP reporter, confirmatory (AID 1850). Salmonella Typhi PhoP-promoter GFP reporter, fluorescence, 4 h; higher % means a stronger effect. one-dose inhibition, % at 50 µM; IC50 in µM for titrated hits. actives 0.33% (n = 310,000); in the data active = a potency from the dose series; inconclusive = inhibition mostly from about 25% at the one dose, without a potency; inactive = the rest, 99 in 100 with inhibition below about 19%;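 note: 0% = induced wells with vehicle and 100% = uninduced wells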
influenza NS1A – H1N1 influenza NS1A inhibitors, functional cell based assay (AID 504329). NS1A functional cell-based assay, percent inhibition; higher % means a stronger effect. one-dose inhibition, % at 12.5 µM; IC50 in µM for titrated hits. actives 0.3% (n = 340,000); in the data active = a potency from the dose series; inconclusive = inhibition above about 27% without an active follow-up result; note: strong numbers were not always called active
tuberculosis growth – growth inhibition of non-replicating M. tuberculosis (AID 488890); Mycobacterium tuberculosis non-replicating, growth inhibition; higher % means a stronger effect; inhibition, % at 25 µM, or IC50 in µM where a hit was titrated; actives 0.39% (n = 320,000); in the data active = a potency from the dose series; inconclusive = inhibition mostly from about 82% at the one dose, without a potency; inactive = the rest, 99 in 100 with inhibition below about 76%;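 note: plate controls were DMSO cells for no effect and high antibiotic wells for full effect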
H37Rv inhibition – M. tuberculosis growth inhibition, HTS (AID 449762) | M. tuberculosis H37Rv growth inhibition, 7H9 media; higher % means a stronger effect | inhibition, % at 25 µM, or IC50 in µM where a hit was titrated | actives 0.59% (n = 330,000); in the data active = a potency from the dose series; inconclusive = inhibition above about 70% without an active follow-up result;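 note: bacterial growth assessed after seven days of incubation; strong numbers were not always called active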
inhibitors of VEEV 10K pilot screen – second read-out of inhibitors of VEEV, no call of its own (marks repeat the call); inhibition, %; measured here: 10K pilot screen inhibition
Numbers without * were called inactive; i = inactive; ? = inconclusive; . = not tested or not shown.

SMILES | inhibitors of VEEV | Salmonella PhoP GFP | influenza NS1A | tuberculosis growth | H37Rv inhibition | others
CC(=O)c1cccc(N(CC(=O)Nc2ccccc2F)S(C)(=O)=O)c1 | 0.9% | -10.5% | 0.4% | -1.5% | -4.7%
Nc1cc(N2CCCC2)c(Cl)cc1[N+](=O)[O-] | i | 4.5% | 10.4% | 20.1% | 1.9%
Cc1ccc(S(=O)(=O)CCC(=O)OCC(=O)NCc2ccc(Cl)cc2)cc1 | i | 7.7% | -8.9% | 48.1% | 1.2%
Cc1c(C(=O)Nc2c(F)cccc2F)sc2ncnc(N3CCN(c4ccccc4)CC3)c12 | 2.5% | -2.2% | -2.0% | -18.0% | ?
CN1CCC(OC(=O)c2ccc(Cl)cc2Cl)CC1 | 0.4% | 146µM* | -7.3% | -21.8% | -0.4%
O=C(C=Cc1ccco1)c1ccco1 | 1.4% | . | -0.8% | . | .
Cc1ccc(SCc2cc(=O)n3ccsc3n2)c(C)c1 | . | -20.0% | . | 9.0% | -3.4%
Cc1ccc(O)c(-c2cc(C(F)(F)F)[nH]n2)c1 | i | 0.7% | 4.9% | -2.8% | -5.8%
Cc1ccccc1NS(=O)(=O)c1cc(S(C)(=O)=O)ccc1C | 2.1% | -15.7% | -2.8% | 3.7% | -8.3%
COc1ccc(NC(=O)CSc2ccc3c(c2)OCCO3)cc1 | i | . | 0.8% | ? | 8.1%
COc1ccc(CC(=O)OCC(=O)NCc2ccc(F)cc2)cc1 | 1.9% | . | -3.9% | 58.3% | 3.0%
Cc1nc2ccccc2c2oc(C(=O)NCC3CCCO3)cc12 (stereo not drawn) | 2.8% | 2.9% | -5.5% | 18.4% | -10.3%
CCNS(=O)(=O)c1ccc(NC(=O)CC(C)c2ccccc2)cc1 (stereo not drawn) | i | 2.3% | -24.6% | 0.5% | -8.0%
CC(=O)Nc1ccc(Sc2ccccc2C(=O)Nc2ccc(F)cc2)cn1 | 7.5% | 5.9% | -1.3% | 3.9% | 4.6%
Cn1nc(CC(=O)NC2CCCCCCCCCCC2)c2ccccc2c1=O | 0.6% | -0.5% | 5.5% | -3.0% | -0.7%
CCOc1ccc(C2c3c(oc4cc(C)c(C)cc4c3=O)C(=O)N2CCCN2CCOCC2)cc1 (stereo not drawn) | 0.4% | -4.1% | 4.1% | -10.3% | -10.9%
CC(C)(C)n1nnnc1SCC(=O)Nc1nn(-c2ccccc2)nc1C(N)=O | i | -11.2% | -2.5% | -5.3% | 0.6%
Nc1cc(Cl)ccc1Oc1ccc2ccccc2c1 | i | 1.8% | 2.0% | . | .
O=C(CSc1nc(-c2ccccc2)cs1)N1CCN(C(=O)c2ccco2)CC1 | 4.9% | 2.0% | 12.1% | 47.5% | -6.2% | inhibitors of VEEV 10K pilot screen=2.8
COC(=O)C1=C(c2c(C)noc2C)C[C@@H]2CC[C@H]1N2C(=O)N1CCOCC1 | 1.2% | . | -12.7% | 0.2% | 2.5%
CCc1ccc(N2C(=O)CC(N3CCN(Cc4ccc5c(c4)OCO5)CC3)C2=O)cc1 (stereo not drawn) | 0.6% | -1.0% | 5.2% | -28.8% | -4.8%
CCCCN=C1NN=C(c2ccc(C)c(C)c2)CS1 | 6.6% | 0.0% | . | 35.0% | 6.4%
O=C(NC(CO)C(O)c1ccc([N+](=O)[O-])cc1)C(Cl)Cl (stereo not drawn) | 2.8% | 5.12µM* | 1.4% | ? | ?
CCCCOC(=O)C1CCCC(C(=O)OCCCC)N1 (stereo not drawn) | 0.6% | 2.6% | -8.0% | 4.91µM* | ?
S=C(Cc1ccc(Cl)cc1)N1CCOCC1 | 0.6% | -12.1% | 2.2% | 1.2% | -1.2%
CCOc1ccc(/C=C2\SC(=S)NC2=O)cc1OC | 0.3% | 7.8% | 2.5% | 77.2% | 12.6% | inhibitors of VEEV 10K pilot screen=0.1
O=C(NCCCCNCCCNC(=O)c1ccccc1)c1ccccc1 | 0.8% | . | 2.2% | -1.1% | -5.5%
O=C(CCNS(=O)(=O)c1ccccc1F)OCc1ccccc1Cl | 3.0% | . | -11.6% | 28.2% | 5.3%
Cc1noc(C)c1COC(=O)Cc1ccc(Cl)cc1 | 1.5% | -1.0% | 1.6% | 22.5% | -1.5%
O=C(OCC#CCSc1nnc(-c2cccc3ccccc23)o1)c1ccc(Br)cc1 | 1.9% | . | -9.0% | 68.6% | 7.6%
CCc1nc2oc3ccccc3c(=O)c2c(=O)n1CCOC | 5.6% | -4.7% | 13.7% | 6.2% | -9.7%
CC(=O)N1CCc2c(sc3c2c(=O)n(Cc2ccccc2)c(=O)n3CC(=O)NCC2CCCO2)C1 (stereo not drawn) | 0.2% | 2.5% | 7.2% | -10.1% | 6.7% | inhibitors of VEEV 10K pilot screen=0.4
O=C(COC(=O)c1cc(F)c(F)cc1Cl)NC1CC1 | 0.3% | -5.5% | 0.7% | ? | 30.4%
CC(C)CCOc1ccc(CO[C@@H]2[C@H]3OC(C)(C)O[C@H]3O[C@@H]2C(O)CO)cc1 (stereo partly drawn) | 0.5% | -1.3% | -6.0% | -3.6% | -7.5%
CCN1CCN(CNC(=O)c2cnccn2)CC1 | 1.4% | 4.2% | -5.8% | -0.9% | -0.8%
Cn1ncc2c(=S)nc(Cl)[nH]c21 | 4.5% | . | 0.5% | . | .
Cc1ccsc1/C=C1/C(=O)NN(c2ccccc2)C1=O | 0.0% | 0.0% | -12.4% | 28.2% | 9.2% | inhibitors of VEEV 10K pilot screen=3.0
O=C(Oc1nsnc1N1CCOCC1)N(c1ccccc1)c1ccccc1 | 0.7% | 14.2% | -0.9% | 6.5% | 12.5%
Nn1c(SCC(=O)Nc2ccc(N3CCOCC3)cc2)nnc1C1CC1 | 0.3% | . | -13.1% | -4.2% | 4.5%
COC(=O)c1ccccc1NC(=O)CC(NCc1ccccc1)C(=O)O (stereo not drawn) | . | 5.1% | . | 1.2% | -8.0%

Molecules shown so far containing four or more nitrogen atoms, in the order listed:
SMILES | inhibitors of VEEV | Salmonella PhoP GFP | influenza NS1A | tuberculosis growth | H37Rv inhibition | others
Cc1c(C(=O)Nc2c(F)cccc2F)sc2ncnc(N3CCN(c4ccccc4)CC3)c12 | 2.5% | -2.2% | -2.0% | -18.0% | ?
CC(C)(C)n1nnnc1SCC(=O)Nc1nn(-c2ccccc2)nc1C(N)=O | i | -11.2% | -2.5% | -5.3% | 0.6%
CC(=O)N1CCc2c(sc3c2c(=O)n(Cc2ccccc2)c(=O)n3CC(=O)NCC2CCCO2)C1 (stereo not drawn) | 0.2% | 2.5% | 7.2% | -10.1% | 6.7% | inhibitors of VEEV 10K pilot screen=0.4
CCN1CCN(CNC(=O)c2cnccn2)CC1 | 1.4% | 4.2% | -5.8% | -0.9% | -0.8%
Cn1ncc2c(=S)nc(Cl)[nH]c21 | 4.5% | . | 0.5% | . | .
O=C(Oc1nsnc1N1CCOCC1)N(c1ccccc1)c1ccccc1 | 0.7% | 14.2% | -0.9% | 6.5% | 12.5%
Nn1c(SCC(=O)Nc2ccc(N3CCOCC3)cc2)nnc1C1CC1 | 0.3% | . | -13.1% | -4.2% | 4.5%

The list goes on:
SMILES | inhibitors of VEEV | Salmonella PhoP GFP | influenza NS1A | tuberculosis growth | H37Rv inhibition | others
COc1ccc(C(=O)NC(=S)Nc2cccc(NC(=O)c3ccco3)c2)cc1[N+](=O)[O-] | 0.6% | -4.0% | -5.6% | -9.4% | 2.7%
Cc1ccc(Cn2c(=N)c(C(=O)NC3CCCC3)cc3c(=O)n4ccccc4nc32)cc1 | 3.6% | -16.4% | -8.2% | 23.5% | 8.6%
Cc1cc(S(=O)(=O)N2CCOCC2)ccc1OCC(=O)NCC1CCCO1 (stereo not drawn) | 0.6% | 8.1% | 3.0% | -0.9% | 9.8%
O=C(COC(=O)C12CC3CC(CC(C3)C1)C2)NCc1ccco1 | 2.9% | 4.9% | -23.9% | 6.3% | -3.3%
COc1cc2nc(C3CCC3)n(NC(=O)C3CCC(OC)CC3)c(=O)c2cc1OC (stereo not drawn) | 3.2% | -1.4% | 2.6% | -19.8% | -10.3%
COc1ccc(-c2cc(-c3cccs3)c(C#N)c(SCC(=O)NCc3ccccc3OC)n2)cc1 | 0.7% | -7.3% | -2.8% | -18.1% | -10.0%
CCn1c(C)c(C(C)=O)c(N2CCN(c3ccc(F)cc3)CC2)nc1=S | 1.0% | 3.0% | 18.4% | 14.3% | 2.1% | inhibitors of VEEV 10K pilot screen=1.1
Cc1cc(OCCn2cncn2)ccc1[N+](=O)[O-] | i | -3.0% | -18.3% | -20.6% | -3.3%
O=C(O)CCN(Cc1ccccc1)S(=O)(=O)c1ccccc1Cl | i | . | -4.9% | . | .
Cc1cccc(CSc2nnc([C@@H]3CCCN3C(=O)OC(C)(C)C)o2)c1 | 0.2% | -10.8% | -19.4% | 5.3% | -1.3%
CC(C)(C)NC(=O)c1cc(Cl)ccc1[N+](=O)[O-] | 0.8% | -5.0% | -2.1% | -0.6% | -5.9%
CCOC(=O)C(=NC(C)CC)NNc1ccc(Br)cc1 (stereo not drawn) | 0.8% | -5.9% | 8.3% | 0.5% | ?
O=S(=O)(Nc1cccc(-c2ccc(N3CCCCCC3)nn2)c1)c1ccc(C(F)(F)F)cc1 | 4.1% | -18.4% | -0.6% | 40.0% | 3.0%
OC(CN1CCOCC1)Cn1c(-c2cccc(Cl)c2)nc2ccccc21 (stereo not drawn) | i | 14.7% | 3.5% | 2.0% | 0.3%
Cc1ccc2nc(SCC3CCCCO3)[nH]c2c1 (stereo not drawn) | 2.4% | 12.6% | -12.6% | 20.1% | -3.1%
O=C1CC(Cc2ccccc2)C(=O)N1CCCn1ccnc1 (stereo not drawn) | . | -6.8% | . | 14.3% | -4.5%
CCC(C(=O)OCC(=O)Nc1c(Cl)cc(Cl)cc1Cl)c1ccccc1 (stereo not drawn) | 2.0% | -8.7% | 12.9% | 62.6% | -0.2%
Cc1cc(C)c(NC(=O)CCCSc2nnc(N)s2)c(C)c1 | 1.1% | -6.2% | -4.0% | 12.0% | 2.3%
O=C(CCCn1c(=S)[nH]c2cc3c(cc2c1=O)OCO3)N1CCN(c2ccccc2)CC1 | 0.5% | -6.0% | -0.3% | 1.3% | 10.5%
CCCCN(C)CCNC(=O)CCn1nc(-c2ccc(C)cc2)ccc1=O | 0.1% | -3.1% | -11.6% | -1.0% | -1.8%
Cc1ccc(OCC(=O)NC2CCSc3ccccc32)cc1 (stereo not drawn) | 0.8% | 6.7% | -0.1% | 20.9% | ?
O=C(O)c1cccc2cc(-c3ccccc3)oc(=O)c12 | 1.5% | -7.6% | -4.7% | -2.8% | 10.9%
Cc1cc(C)c2nc(-n3nc(C)cc3N)cc(C)c2c1 | 0.6% | -4.5% | 11.6% | 2.5% | 15.1%
Clc1ccc(CN2CCC(c3ccccc3)CC2)cc1 | 2.4% | 1.7% | -32.6% | -6.4% | 12.9%
O=[N+]([O-])c1ccc(N2CCN(CC(O)COc3ccccc3)CC2)cc1 (stereo not drawn) | i | 4.1% | -8.4% | 79.6% | 9.5%
CC(=O)Nc1ccc(C(=O)N2CCN(C(=O)c3ccco3)CC2)cc1 | 0.1% | -5.1% | -2.9% | 3.2% | -6.6%
CCCN(Cc1nnc(-c2cccs2)o1)C(=O)c1cccc(S(=O)(=O)N2CCOCC2)c1 | 3.4% | . | -5.9% | 0.0% | -10.7%
Cc1nc([N+](=O)[O-])c(NCCCO)n1Cc1ccccc1 | 1.8% | -9.4% | 6.6% | -2.2% | 0.2%
O=C(NC(Cc1ccccc1)C(=O)O)/C(=C/c1ccc(Cl)cc1)NC(=O)c1ccco1 (stereo not drawn) | 1.2% | 4.9% | -0.4% | 8.6% | -8.3%
CCCN1Cc2cccc(C(=O)NC(CC(=O)OCC)c3ccc(OCC)c(OC)c3)c2C1=O (stereo not drawn) | 1.9% | -7.1% | -16.3% | -6.8% | -3.5%
Cc1ccc(NC(=S)N(CCN2CCOCC2)Cc2ccccc2F)cc1Cl | i | 8.6% | 4.5% | 19.6% | 2.6%
NC(=O)C1CCN(CC(=O)Nc2cc(S(=O)(=O)N3CCOCC3)ccc2N2CCCC2)CC1 | 0.4% | . | -4.5% | 3.3% | -7.7%
COc1ccccc1-n1c(CNC(=O)c2ccco2)nnc1SCC(=O)Nc1nccs1 | i | -6.1% | -19.2% | -16.8% | -5.6% | inhibitors of VEEV 10K pilot screen=0.6
CCc1cc(CNC(=O)C2CCC(=O)N(Cc3ccc(Cl)cc3)C2)on1 (stereo not drawn) | i | 5.5% | 5.9% | 4.8% | -0.4%
N#CCCn1c(Cl)nc2ccccc21 | 0.2% | 11.2% | -5.6% | -4.6% | -3.0%

High-throughput results deposited in PubChem by Southern Research Specialized Biocontainment Screening Center.
